Compound activity as filed in PubChem.
ATXN viability: cell viability loss in ATXN counter-screen; S2 cells (HEK-293 line with an ATXN2-luciferase reporter) viability, CellTiter-Fluor protease fluorescence, 24 h; Potency, µM (highest dose often 56.7 µM), most hits filed as cytotoxic; 400,000 tested, 0.49% active; AID 651635; note: nearly all actives have a fitted effect of over 40% in size
Nrf2 ARE act: activators of Nrf2 (ARE) signaling; AREc32 ARE-luciferase reporter (MCF7-derived line), luminescence, 24 h; 410,000 tested, 0.31% active; AID 624171; Potency, µM (series often up to 46.1 µM), without a hit: top-dose activation, usual class: activators; note: % of control where 0% means no effect; nearly all actives have a fitted effect of over 65% in size
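Reporter line AREc32 (ARE-Fluc), seeded overnight in OPTI-MEM with 5% FBS; compound pin-transferred, 24 hr at 37 deg C, 5% CO2; luminescent read-out.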
MCF10A rereplic: induces DNA re-replication in MCF 10a normal breast cells; AID 624296; MCF 10A DNA re-replication, Hoechst nuclear intensity, 48 h; Potency, µM (series often up to 46.1 µM), for inactives: at the top dose activity, positive = re-replication, actives largely listed as activators; 350,000 tested, 2.9% active; note: % of control where 0% means no effect; nearly all actives have a fitted effect of over 50% in size
Nrf2 block: Nrf2 pathway inhibition. A549 ARE-Fluc reporter, luciferase luminescence, 18-24 h. Potency, µM (series often up to 46 µM), inactives show at the top dose activity change, negative = inhibition, hits mostly inhibitors. 360,000 tested, 2.1% active; note: % is set by controls: 0 for no effect and ±100 for the full control effect; nearly all actives have a fitted effect of over 60% in size
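A549 ARE_Fluc cells, 5000/well, 5% FBS OPTI-MEM; compounds in dose-response, 18-24 h at 37 °C/5% CO2; CellTiter-Fluor viability read (Ex 405/Em 525), then BugLite luciferase luminescence = Nrf2 activity.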
TGFb inhibitor: inhibitors of TGF-b signaling; Potency, µM (series often up to 46.1 µM), without a hit: at the highest dose activity, negative = inhibition, most hits filed as inhibitors; AID 588855; 410,000 tested, 1.2% active; HepG2 CAGA-GFP TGF-b/SMAD3 reporter, GFP fluorescence, 18 h; TGF-beta stimulated, 500 pg/mL final; note: % is set by controls: 0 for no effect and ±100 for the full control effect; nearly all actives have a fitted effect of over 65% in size
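Per well, imaged GFP fluorescence of HEPG2 CAGA-GFP cells gives the signal; cells get compound, then TGF-beta (500 pg/mL final), 18 h at 37 degrees C; %Activity versus -TGF-beta and +DMSO controls.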
A549 viability: kills or reduces viability of A549 cells in Nrf2 counter-screen; A549 ARE-Fluc cells, CellTiter-Fluor viability, 18-24 h; Potency, µM (top dose mostly 46 µM), for inactives: top-dose activity change, negative = cytotoxicity, hits mostly inhibitors; 390,000 tested, 0.16% active; note: % is set by controls: 0 for no effect and ±100 for the full control effect
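A549 ARE_Fluc cells in 5% FBS OPTI-MEM were exposed to compounds in concentration-response for 18-24 h at 37 deg C. Viability was read by CellTiter-Fluor fluorescence (Ex 405/Em 525) after 30 min, before the luciferase read.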
EPAC2 antag: antagonists of human EPAC2. Q8WZA2. EPAC2 GEF exchange of Rap1B-BODIPY-GDP, fluorescence. Potency, µM (series often up to 114 µM), for the others: top-dose activity, negative = inhibition, usual class: inhibitors. 360,000 tested, 0.18% active. AID 720708; note: % is set by controls: 0 for no effect and ±100 for the full control effect; nearly all actives have a fitted effect of over 45% in size; many of its hits are not listed in these tables
Target sequence (Q8WZA2 whole entry, looked up): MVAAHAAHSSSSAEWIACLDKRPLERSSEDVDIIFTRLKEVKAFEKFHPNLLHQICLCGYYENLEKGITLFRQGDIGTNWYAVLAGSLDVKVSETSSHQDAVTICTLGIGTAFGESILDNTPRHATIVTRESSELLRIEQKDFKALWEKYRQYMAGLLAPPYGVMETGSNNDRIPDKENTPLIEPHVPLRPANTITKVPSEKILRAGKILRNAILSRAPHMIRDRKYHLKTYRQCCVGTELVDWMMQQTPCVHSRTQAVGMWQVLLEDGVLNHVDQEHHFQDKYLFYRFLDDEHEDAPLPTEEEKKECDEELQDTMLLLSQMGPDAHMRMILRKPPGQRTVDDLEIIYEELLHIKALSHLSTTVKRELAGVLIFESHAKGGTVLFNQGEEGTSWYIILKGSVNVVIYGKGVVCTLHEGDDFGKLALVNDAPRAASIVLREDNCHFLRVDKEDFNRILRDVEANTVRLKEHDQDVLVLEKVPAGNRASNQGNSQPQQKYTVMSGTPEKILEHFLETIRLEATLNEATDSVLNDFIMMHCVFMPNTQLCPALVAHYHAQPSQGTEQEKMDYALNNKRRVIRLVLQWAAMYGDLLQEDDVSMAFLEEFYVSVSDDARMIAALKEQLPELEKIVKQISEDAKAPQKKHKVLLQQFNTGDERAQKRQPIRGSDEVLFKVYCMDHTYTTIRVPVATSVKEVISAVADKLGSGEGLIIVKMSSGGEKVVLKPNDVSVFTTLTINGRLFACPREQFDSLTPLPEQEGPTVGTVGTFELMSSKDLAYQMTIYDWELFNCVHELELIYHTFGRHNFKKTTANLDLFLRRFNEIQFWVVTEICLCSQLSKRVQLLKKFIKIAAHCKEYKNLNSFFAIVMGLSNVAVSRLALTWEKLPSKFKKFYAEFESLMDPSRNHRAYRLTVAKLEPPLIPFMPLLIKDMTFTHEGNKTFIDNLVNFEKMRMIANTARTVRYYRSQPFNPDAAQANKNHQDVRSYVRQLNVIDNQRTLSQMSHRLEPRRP
ATXN2 expr inh: reduces ATXN2 reporter expression in HEK-293 cells. 360,000 tested, 0.72% active. HEK-293 ATXN2-luciferase reporter, luminescence, 24 h. AID 1745845. Potency, µM (top dose mostly 57 µM), without a hit: at the top dose activity change, negative = inhibition, most hits filed as inhibitors; note: % is set by controls: 0 for no effect and ±100 for the full control effect; nearly all actives have a fitted effect of over 55% in size
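ATXN2-luciferase reporter cells (luciferase flanked by upstream and downstream ATXN2 gene portions) were treated 24 h at 37 °C with compounds at up to 57 uM. SteadyGlo luminescence gave expression; GF-AFC fluorescence gave viability.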
HepG2 viability: HepG2 cytotoxicity, counter-screen for TGF-b inhibitors; HepG2 CAGA-GFP viability, ATP luminescence, 18 h; Potency, µM (series often up to 46.1 µM), for inactives: at the top dose activity change, negative = cytotoxicity, hits mostly cytotoxic; 410,000 tested, 0.76% active; note: some results filed as inactive show a strong effect at the top dose
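HepG2 CAGA-GFP cells (1000/well, DMEM with 1% FBS) received compound, then TGF-beta at 500 pg/mL final, and were incubated 18 hours at 37 degrees C. Viability was read by CellTiter-Glo luminescence. Media-only wells were set as complete cell-killing and DMSO as no toxicity.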
* = called active by the depositor; i = inactive; ? = inconclusive; . = not tested or not shown; & = joins results of further samples; [ ] = remark or other dose. Calls come from the whole dose curve; as a rule, active = well fitted curve in the direction sought with a large enough effect; inconclusive = small, poorly fitted or top-dose-only effect, or another doubt; inactive = no such curve, though single readings can be large; an effect the other way counts as inactive or inconclusive. Potency is the fitted concentration of half-maximal effect. Only part of the results is shown, so the mix of outcomes need not match the whole.

SMILES	ATXN viability	Nrf2 ARE act	MCF10A rereplic	Nrf2 block	TGFb inhibitor	A549 viability	EPAC2 antag	ATXN2 expr inh	HepG2 viability
CC(=O)NC(Cc1cccc(F)c1)C(=O)NC1CCN(c2ncccc2[N+](=O)[O-])CC1 (configuration not stated)	i	-0.5%	2%	-14%	1%	1%	-9%	-11%	1%
O=C(CCCNS(=O)(=O)c1ccccc1)NCc1ccco1	.	0.0%	12%	5%	-5%	-6%	4%	.	-14%
CCOC(=O)[C@@H]1[C@H]2COc3ccccc3[C@H]2N2C(=O)N(c3ccc(C)cc3)C(=O)[C@]12C	i	-0.8%	-9%	-12%	8%	-1%	-4%	3%	18%
COc1ccccc1N1CCN(C(=O)C2CCCO2)CC1 (configuration not stated)	i	-0.6%	?	-1%	17%	-4%	9%	6%	-2%
CCN(CC)CCN(C(=O)c1ccc2ncsc2c1)c1nc2cc3c(cc2s1)OCO3	i	-0.4%	5%	?	0%	6%	-3%	45%[activator]	-8%
COc1cccc(CNC(=O)Cn2cc([N+](=O)[O-])cn2)c1	i	0.1%	1%	-1%	-7%	-4%	-4%	-2%	-46%
CCCC(=O)OCCNc1cc(Sc2nccn2C)c2nonc2c1[N+](=O)[O-]	.	6.7%	?	7%	16µM*	-18%	19%	20µM*	-98%
Cc1ccc(/C=C2\OC(=O)c3ccccc32)cc1	i	5.5%	-4%	?	59%[activator]	3%	-1%	42%[activator]	62%
CCC1=C(OC(=O)N(CC)CC)N2C(=O)OC(=NCCc3c[nH]c4ccccc34)[C@]2(C)[C@H]2C1=CC[C@H]1C(=O)N(CC(=O)OC)C(=O)[C@H]12	?	0.6%	7%	-6%	-12%	-16%	9%	9%	-7%
Clc1cccc(CNc2ccn3nc(-c4ccccc4Cl)cc3n2)c1	?	-1.1%[9.22 µM]	.	.	?	.	-12%	0%	-97%
COC(=O)CCN(c1ccccc1)S(=O)(=O)c1cc(-c2cc(C)no2)ccc1OC	i	0.5%&0.1%	11%	?	1%&0%	2%&6%	-9%	-4%	1%&2%
Cc1c(OCC(=O)OC(C)(C)C)ccc2c3c(c(=O)oc12)CCC3	i	-0.1%	18%	.	-3%	8%	-8%	10%	-8%
O=C(CN1C(=O)NC2(CCCCCC2)C1=O)N1CCN(c2ccc(F)cc2)CC1	i	0.9%	3%	-29%	-14%	-2%	-19%	.	-28%
CC(=O)c1cccc(NC(=O)CSc2ccc(-c3ccc4c(c3)OCO4)nn2)c1	i	-0.2%	-6%	2%	?	-7%	12%	15%	5%
COc1ccc(S(=O)(=O)n2nc(C)c(S(=O)(=O)N3CCCCC3)c2C)cc1	i	-1.3%	.	.	23%	8%	.	-1%	6%
Cc1nnsc1NC(=O)OCCCl	i	-0.2%	-10%	.	-2%	10%	7%	6%	-1%
CCOCC(=O)N1CCN(c2ccc(F)cc2)CC1	i	-0.5%	7%	0%	2%	7%	3%	-1%	-15%
Clc1ccc(OCc2nnc(-c3ccccc3Br)o2)c(Cl)c1	i	3.0%	0%	?	-1%	-1%	-1%	47%[activator]	-4%
C=CCN(CC=C)C(=S)NC(=O)c1ccc([N+](=O)[O-])cc1	i	0.6%	?	-20%	?	-11%	3%	-18%	-15%
Cc1cccc(Nc2c([N+](=O)[O-])c(=O)n(C)c3ccccc23)c1	?	2.6%	3%	11%	3%	-13%	0%	-1%	-3%
CCOc1ccc(-c2nn3c(-c4cc(-c5ccccc5)n[nH]4)nnc3s2)cc1	.	.	.	-19%&9%	-8%&3%	4%&10%	.	.	-13%&25%
CCOC(=O)CSC1=C(C#N)C(c2ccc(C)s2)CC(=O)N1 (configuration not stated)	i	0.2%	?	21µM*	?	?	-3%	-25%	-31%
Cc1ccc(NC(=O)c2cc(=O)c3ccccc3o2)c(C)c1	i	2.7%	-6%	-10%	0%	-1%	-1%	32%	17%
CCOC(=O)/C(=N\Nc1ncnc2ccccc12)c1ccc(C)cc1	i	6.9%	15%	?	-15%	3%	?	-32%	-11%
Cc1cc(C(=O)CN2C(=O)NC3(CCC(C)CC3)C2=O)c(C)n1C (configuration not stated)	i	0.3%	-2%	4%	-3%	5%	-5%	6%	-24%
CCN1CCc2c(sc(N)c2C#N)C1	i	3.3%	?	9%	11%	-7%	-3%	1%	10%
CCN(CC(=O)Nc1ccc(NC(C)=O)cc1)C(=O)Cc1c(Cl)cccc1Cl	i	-0.5%	-3%	-3%	-4%	-2%	6%	-7%	2%
Cc1ccc(CS(=O)(=O)CCC(=O)NCCCN2CCCC2=O)cc1	i	-0.3%	2%	5%	1%	2%	7%	2%	1%
CCOc1cccc(N(C(=O)c2ccco2)C(C(=O)NC2CCCC2)c2cccnc2)c1 (configuration not stated)	i	0.3%	4%	8%	-14%	-6%	2%	3%	3%
COc1cc(C(=S)N2CCOCC2)cc(OC)c1OC(=O)c1cc([N+](=O)[O-])cc([N+](=O)[O-])c1	i	-0.3%	-3%	-2%	3%	-9%	12%	-14%	-18%
CC(=O)c1ccc(Nc2nc(C(N)C(C)C)cs2)cc1 (configuration not stated)	i	6.0%	.	.	-7%	.	-21%	19%	-1%
O=C(COc1ccc(Cl)cc1)NCc1nnc(SCC(=O)N2CCCCCC2)o1	i	-0.2%	5%	-8%	1%	-1%	2%	-23%	4%
Cc1ccc(S(=O)(=O)N2CCN(C(=O)c3ccco3)CC2)c(C)c1	?	0.1%	-20%	1%	-3%	1%	-1%	0%	2%
COc1cc(CN2CCC(C(=O)N3CCC(C)CC3)CC2)cc(Br)c1O	i	0.0%	5%	2%	1%	-16%	-7%	-3%	-39%
COC(=O)c1ccccc1NC(=O)c1sc(Cl)nc1C	i	?	0%	7%	1%	-1%	1%	3%	-27%
COc1ccc(C2c3cc(OC)c(OC)cc3CCN2C(=O)c2ccccc2Br)cc1OC (configuration not stated)	i	1.0%	-3%	?	-24%	11%	-17%	-25%	-49%
Cc1oc(-c2ccc(Cl)cc2)nc1CN1CCCC(C(=O)NCc2ccccn2)C1 (configuration not stated)	i	1.0%	2%	-25%	?	1%	1%	-9%	-28%
COc1ccc(N(CC(=O)NCCc2ccccc2)S(=O)(=O)c2ccc(OC)c(OC)c2)cc1	i	0.5%	.	-4%	-3%	-3%	.	2%	-12%
COc1ccc2c(CC(=O)Nc3ccccc3OC)coc2c1	i	3.9%	-17%	11%	11%	-1%	-18%	.	4%
Nc1ccn([C@@H]2O[C@H](CNC(=O)[C@H]3CCC(=O)N3)[C@@H](O)[C@H]2O)c(=O)n1	i	-0.3%	.	.	18%	.	0%	-5%	17%

Reformatted bar-delimited: entries from further up.
SMILES | ATXN viability | Nrf2 ARE act | MCF10A rereplic | Nrf2 block | TGFb inhibitor | A549 viability | EPAC2 antag | ATXN2 expr inh | HepG2 viability
CCOc1cccc(N(C(=O)c2ccco2)C(C(=O)NC2CCCC2)c2cccnc2)c1 (configuration not stated) | i | 0.3% | 4% | 8% | -14% | -6% | 2% | 3% | 3%
CCOC(=O)CSC1=C(C#N)C(c2ccc(C)s2)CC(=O)N1 (configuration not stated) | i | 0.2% | ? | 21µM* | ? | ? | -3% | -25% | -31%
COc1cc(CN2CCC(C(=O)N3CCC(C)CC3)CC2)cc(Br)c1O | i | 0.0% | 5% | 2% | 1% | -16% | -7% | -3% | -39%
CCOC(=O)/C(=N\Nc1ncnc2ccccc12)c1ccc(C)cc1 | i | 6.9% | 15% | ? | -15% | 3% | ? | -32% | -11%

New compounds follow:
SMILES	ATXN viability	Nrf2 ARE act	MCF10A rereplic	Nrf2 block	TGFb inhibitor	A549 viability	EPAC2 antag	ATXN2 expr inh	HepG2 viability
CC(=O)OCCn1c([N+](=O)[O-])cnc1C=[N+]([O-])C1CCCCC1	i	-0.6%	.	.	-1%	.	3%	.	-19%
O=C(O)c1cccc(-c2ccc(/C=C3/SC(=Nc4ccccc4)N(Cc4cccnc4)C3=O)o2)c1	i	1.6%	4%	-4%	-23%	?	-8%	22%	-21%
CC(O)c1cccc(-c2ccc(CN3C[C@]4(CO)O[C@@H](CO)C[C@@H]4S3(=O)=O)cc2)c1 (some centres not stated)	i	0.8%	1%	3%	-19%	-8%	16%	2%	4%
COc1ccc(CNC(=O)c2cnc(N3CCCC3)nc2C)c(OC)c1	i	0.9%	.	.	-20%	17%	.	13%	-15%
CN(CC(=O)Nc1cccc(Cl)c1)S(=O)(=O)c1ccc2[nH]c(=O)oc2c1	i	2.0%	-1%	2%	13%	-8%	-2%	9%	12%
Cc1cccc2cc(COC(=O)COc3ccccc3)c(=O)[nH]c12	i	-0.9%	13%	-16%	0%	0%	6%	0%	3%
CCn1c(SCC(=O)NC(=O)NCc2ccco2)nc2sc(C)c(C)c2c1=O	i	6.4%	?	-8%	-6%	-8%	4%	-11%	-22%
COc1ccc(C(=O)Oc2cc(/C=N/NS(=O)(=O)c3ccccc3)ccc2OC)cc1	i	-0.2%	-1%	.	-1%	-2%	-8%	-4%	-1%
CC1=NN(C(N)=S)C(=O)C1N=Nc1ccccc1Cl (configuration not stated)	?	6.1%	?	-9%	?	-3%	-6%	30%	-26%
COc1ccc(-c2cc(=O)c(C(=O)c3ccc(C)cc3)n[nH]2)cc1	i	-0.5%	-1%	-4%	1%	11%	4%	-27%	2%
Cc1cc(C)cc(NC(=O)COc2ccc(C(=S)N3CCOCC3)cc2)c1	i	0.1%	?	?	-4%	-15%	-6%	-17%	5%
CC(Sc1ccccc1)C(=O)NNC(=O)c1ccncc1 (configuration not stated)	i	-0.6%	1%	-1%	1%	0%	-26%	-7%	-15%
Cc1ccc(NS(=O)(=O)c2ccc3c(c2)OCCCO3)cc1S(=O)(=O)N1CCOCC1	i	-0.2%	0%	?	-1%	-9%	2%	2%	-19%
O=C(CNC(=O)c1ccccc1F)Nc1ccccc1C(F)(F)F	i	0.4%	-1%	-23%	-14%	-9%	6%	11%	-34%
CCN1CCN(S(=O)(=O)c2ccc(Cl)c(C(=O)NCCc3ccccc3)c2)CC1	i	-0.3%	5%	?	3%	2%	-2%	44%[activator]	-4%
COc1ccccc1CNC(=O)CS(=O)(=O)c1cccc2nsnc12	i	4.3%	.	.	-12%	3%	.	15%	-1%
Cc1ccc(-c2[nH]nc3c2C(c2cccnc2)C(C#N)=C(N)O3)cc1 (configuration not stated)	i	2.0%	-5%	.	8%	-3%	-5%	-2%	-17%
